Coupling enz: inhibits coupling enzyme system, counter-screen for aldolase hits; coupling enzyme system counterscreen, AmpLite Red fluorescence; activity change, negative = inhibition, % at 58.2 µM, hits read low; 0.67% of 290,000 active; in the data active = activity change below about -30%
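Counterscreen of the coupled detection system alone, without aldolase: glyceraldehyde-3-phosphate coupling enzymes plus AmpLite Red readout. Compounds at 57.5 uM final, 10 min RT preincubation, 20 min RT reaction, fluorescence 525/598 nm.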
KCNH2 3.1 inh: KCNH2 3.1 (human) potassium channel inhibition. U2OS KCNH2 3.1, thallium flux FluxOr; active compounds read low. activity change, % (tested at about 1.8 µM). 0.95% of 340,000 active. AID 720553;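 active = maximum activity change below -70%; inconclusive = maximum activity change from -70% to -50%; inactive = maximum activity change above -50%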;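 note: thallium influx rate constant from kinetic fluorescence after stimulation buffer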
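U2OS cells transduced with KCNH2 3.1 mutant virus (1.77 x 10^8 /mL, 4 h), plated overnight at 37 C, loaded 45 min with FluxOr dye plus Red40 quencher. Thallium flux rate constant from kinetic reads after stimulation buffer, normalised to controls.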
KCNH2 WT inh: KCNH2 (human, wildtype) channel inhibition. U2OS, BacMam KCNH2, thallium flux FluxOr; active compounds read low. activity change, % at 1.84 µM. 0.37% of 340,000 active. AID 720551;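 active = maximum activity change below -70%; inconclusive = maximum activity change between -70% and -50%; inactive = maximum activity change above -50%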
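U2OS cells transduced with wild-type KCNH2 virus are loaded with FluxOr dye for 45 min, and thallium flux is measured in kinetic reads before and after stimulation buffer. Rate constants are normalized to DMSO controls.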
USP2a inh: inhibitors of human ubiquitin-specific protease USP2a; O75604; USP2 core, Ub-CHOP2 coupled fluorogenic reporter, 485/531; Potency, µM (series often up to 38.3 µM), for inactives: top-dose activity change, negative = inhibition, usual class: inhibitors; 0.01% of 330,000 active;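 note: potency is the fitted concentration of half-maximal effect; plate controls were DMSO wells for no effect and full inhibition by NEM control for full effect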
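USP2 core (10nM final) preincubated 30min RT with compound in 20mM Tris-HCl pH 8.0, 2mM CaCl2, 2mM beta-mercaptoethanol, 0.05% CHAPS; 25nM Ub-CHOP2 plus 25nM reporter substrate added, fluorescence (Ex485/Em531) read after 60min.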
BCR signal inh: chronic active BCR signaling inhibition. ABC-DLBCL IkBa-CBG/CBR reporter, luminescence ratio, 4 h. Potency, µM (series often up to 46.1 µM), for inactives: at the highest dose ratio change, negative = lower green/red ratio, usual class: inhibitors. AID 493014. 0.05% of 340,000 active; active = well fitted inhibition curve with a large enough effect in the signal ratio, with a control signal flat, not every such curve was filed as active; inconclusive = small, poorly fitted or top-dose-only effect, or effect the other way, or a change in a side signal; the % refers to the signal ratio;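 note: potency is the fitted concentration of half-maximal effect; plate controls were basal doxycycline-induced cells for no effect and cells given 10 µM MG132 for full effect; MG132 reads +100%, hits lower the ratio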
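TMD8 human ABC-DLBCL cells with doxycycline-inducible IκBα–green luciferase fusion and unfused red luciferase, in 0.5% FBS medium; compounds up to 46 uM, 4 h at 37C. Green/red luminescence ratio, filter-overlap corrected, fitted to concentration-response curves.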
Giardia killer: kills Giardia lamblia. Giardia lamblia trophozoite viability. 0.15% of 340,000 active. activity change, % at 7.66 µM, hits read low; in the data active = activity change below about -80%; inconclusive = between about -30% and that limit;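 note: parasites exposed to compound for two days anaerobically before the ATP read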
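Giardia trophozoites, 100 cells per well, were exposed to compounds for 48 hrs at 37 deg C under anaerobic conditions; viability was then read as ATP content by bioluminescence after 15-30 min at room temperature.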
B2AR arrestin: agonists driving beta-arrestin recruitment to human beta2-adrenergic receptor; P07550; beta-arrestin recruitment to beta2AR, cell-based reporter; Potency, µM (highest dose often 46.1 µM), for inactives: at the highest dose activation, most hits filed as activators; 0.02% of 330,000 active; AID 492947;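 note: potency is the fitted concentration of half-maximal effect; 0% = DMSO controls and full agonism = EC100 isoproterenol or metaproterenol; nearly all actives have a fitted effect of over 65% in size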
Target sequence (P07550 whole entry, looked up): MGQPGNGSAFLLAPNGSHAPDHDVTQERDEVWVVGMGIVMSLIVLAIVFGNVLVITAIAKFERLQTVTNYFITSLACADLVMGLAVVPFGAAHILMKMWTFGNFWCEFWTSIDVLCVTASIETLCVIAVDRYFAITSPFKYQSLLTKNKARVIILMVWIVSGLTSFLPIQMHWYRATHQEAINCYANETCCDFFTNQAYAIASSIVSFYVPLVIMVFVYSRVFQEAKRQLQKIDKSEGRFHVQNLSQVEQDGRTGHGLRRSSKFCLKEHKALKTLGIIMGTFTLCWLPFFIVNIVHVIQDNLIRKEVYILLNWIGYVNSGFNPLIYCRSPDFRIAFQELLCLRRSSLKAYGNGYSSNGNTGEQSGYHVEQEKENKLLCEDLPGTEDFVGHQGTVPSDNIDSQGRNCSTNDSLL
PKM2 act: PKM2 (human) enzyme activation. P14618. purified PKM2, Kinase-Glo ATP luminescence, activation; response scale: 0% is enzyme alone, no compound. Potency, µM (top dose mostly 57.5 µM), inactives show at the top dose activation, actives largely listed as activators. 0.34% of 260,000 active; note: potency is the fitted concentration of half-maximal effect; nearly all actives have a fitted effect of over 55% in size
Target sequence (P14618 whole entry, looked up): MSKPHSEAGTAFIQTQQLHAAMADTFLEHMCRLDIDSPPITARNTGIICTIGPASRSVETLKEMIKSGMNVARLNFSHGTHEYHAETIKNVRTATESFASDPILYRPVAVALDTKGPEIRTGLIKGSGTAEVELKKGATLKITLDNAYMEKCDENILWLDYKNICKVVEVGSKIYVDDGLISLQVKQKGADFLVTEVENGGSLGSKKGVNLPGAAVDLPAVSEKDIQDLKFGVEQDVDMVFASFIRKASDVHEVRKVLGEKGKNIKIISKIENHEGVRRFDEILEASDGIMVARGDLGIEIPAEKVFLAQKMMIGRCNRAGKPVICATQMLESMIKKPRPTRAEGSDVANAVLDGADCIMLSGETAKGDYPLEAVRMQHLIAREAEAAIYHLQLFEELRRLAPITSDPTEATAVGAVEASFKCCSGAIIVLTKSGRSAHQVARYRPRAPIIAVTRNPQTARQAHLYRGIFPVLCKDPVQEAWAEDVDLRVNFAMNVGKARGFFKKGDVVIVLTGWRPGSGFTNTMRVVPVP
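hPK-M2, >95% pure; 0.1 mM ADP / 0.5 mM PEP final; imidazole pH7.2 buffer w/ 7 mM MgCl2, 50 mM KCl; 1 h RT; Kinase-Glo lum. Intermediate enzyme activity for dual inhibitor/activator qHTS.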
Eya2 inh: blocks the phosphatase activity of human Eya2 | 0.006% of 330,000 active | Potency, µM (doses to about 76.9 µM), for inactives: at the highest dose activity, negative = inhibition, hits mostly inhibitors | recombinant Eya2, OMFP fluorescence dephosphorylation (OMFP is methylfluorescein phosphate); note: potency is the fitted concentration of half-maximal effect
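Eya2 protein (added as 0.2 uM solution) was preincubated with compound for 10 min at ambient temperature in 50 mM HEPES pH 7.5, 50 mM NaCl, 5 uM MgCl2, 0.05% BSA, 1 mM DTT. OMFP (added at 50 uM) then reacted 10 min; fluorescence read at 485/525 nm.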
uPA surface inh: blocks generation of uPA at the cell surface; cell surface uPA generation assay, qHTS; Potency, µM (highest dose often 38.3 µM), without a hit: top-dose activity change, negative = inhibition, hits mostly inhibitors; 0.31% of 330,000 active; active = well fitted inhibition curve with a large enough effect; inconclusive = small, poorly fitted or top-dose-only effect; inactive = no such curve, though single readings can be large or run the other way; tested in mouse RAW 264.7 cells; note: potency is the fitted concentration of half-maximal effect; nearly all actives have a fitted effect of over 55% in size
GALK inh: galactokinase (human) inhibition. Purified GALK, Kinase-Glo residual ATP luminescence. AID 1868. 0.007% of 270,000 active. P51570. Potency, µM (series often up to 57.5 µM), for inactives: at the top dose activity change, negative = inhibition, usual class: inhibitors; note: potency is the fitted concentration of half-maximal effect
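5 nM enzyme, 35 uM ATP, 100 uM galactose, 20 mM HEPES pH8.0, 5 mM MgCl2; 1 h RT; residual ATP by Kinase-Glo Plus luminescence, qHTS format.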
* marks the source's active call; other numbers are inactive results; ? = inconclusive; . = not tested or not shown; [ ] = remark or other dose. Unless noted, calls come from the whole dose curve; as a rule, active = well fitted curve in the direction sought with a large enough effect; inconclusive = small, poorly fitted or top-dose-only effect, or another doubt; inactive = no such curve, though single readings can be large; an effect the other way counts as inactive or inconclusive. Unless noted, % is set by controls: 0 for no effect and ±100 for the full control effect.

SMILES | Coupling enz | KCNH2 3.1 inh | KCNH2 WT inh | USP2a inh | BCR signal inh | Giardia killer | B2AR arrestin | PKM2 act | Eya2 inh | uPA surface inh | GALK inh
CC(C)(C)NC(=O)c1cnn(-c2ccccc2)c1NC(=O)c1ccccc1 | 1.3 | 11.5 | 16.7 | 7.3% | 0.3% | 3.5 | 0.4% | -3.4% | -3.3% | -13.0% | 2.9%
COc1ccc(OCCCC(=O)OC(C)C(=O)Nc2ccc(NC(C)=O)cc2)cc1 (configuration not stated) | . | . | 0.1 | -1.2% | -7.2% | -3.4 | 0.0% | 7.6% | -8.0% | -1.3% | -1.4%
Cc1nc(C(=O)NCCO)cc2c1[nH]c1ccccc12 | 0.0 | -10.6 | . | 4.1% | ? | -15.8 | 0.4% | . | ? | -4.1% | -4.1%
CCc1cccc(CC)c1NC(=O)c1ccccc1CCc1ccccc1 | 1.5 | -5.8 | -8.3 | 2.5% | 0.8% | 4.3 | -0.3% | -14.7% | -3.4% | 1.5% | -1.3%
Cc1cc(C)nc(-n2nc(C)cc2NC(=O)COC(=O)CCC(=O)c2cccs2)n1 | -0.5 | -4.3 | 6.2 | 1.1% | 0.8% | 1.6 | 0.2% | 2.3% | 9.8%[15.4 µM] | -9.1% | 2.7%
COCCCN1C(=O)C(O)=C(C(=O)c2ccco2)C1c1ccc(Br)cc1 (configuration not stated) | 0.3 | 5.3 | 0.8 | 1.3% | -2.4% | -17.2 | -1.4% | -6.1% | 1.5% | 0.7% | -1.0%
CCCCNS(=O)(=O)c1ccc(NC(=O)Cc2ccccc2[N+](=O)[O-])cc1 | 1.6 | 9.9 | -2.6 | 8.0% | -1.9% | -4.3 | 0.0% | -2.5% | 5.2% | . | -3.2%
O=C(COC(=O)c1cccnc1Nc1ccccc1F)NCc1ccc2c(c1)OCO2 | 0.5 | 5.6 | -0.8 | -1.0% | 0.0% | -19.3 | 0.1% | -17.3% | 27.8%[15.4 µM] | -1.7% | -0.4%
CCN(CC(=O)Nc1c(F)cccc1F)C(=O)/C=C/c1ccc(OCC#N)c(OC)c1 | . | -4.8 | -7.3 | 2.1% | ? | -2.7 | -0.9% | . | 8.6% | -6.2% | .
COC(=O)c1nn(-c2ccccc2)c(=O)cc1Sc1ccc(Cl)cc1 | -1.1 | 25.9 | -6.8 | 4.3% | -15.5% | 9.8 | -0.3% | -0.4% | 4.8% | -2.0% | -1.0%
O=C(O)c1cc(-c2ccc3ccccc3c2)nc2ccc(F)cc12 | -7.9 | -20.1 | -10.0 | 3.7% | ? | -23.6 | -1.1% | . | -0.9% | ? | -8.7%
Cc1ccccc1CCNC(=O)C1CCC(=O)N(CCc2cccc(F)c2)C1 (configuration not stated) | 0.6 | -5.9 | 10.5 | 0.4% | 0.8% | 4.4 | 0.3% | 2.1% | -7.3% | -7.2% | .
NC(=O)CCCn1c(C(=O)c2ccc(Cl)cc2)c2ccc(C(F)(F)F)cc2[n+]1[O-] | . | -46.9 | -0.1 | 3.0% | ? | -24.9 | -0.9% | . | 14.8% | 4.2% | .
CC(NC(=O)Cn1cnnn1)C12CC3CC(CC(C3)C1)C2 (configuration not stated) | 0.7 | 9.0 | -6.3 | 0.6% | 0.1% | 7.6 | -0.5% | -6.8% | -4.3% | 2.1% | 3.4%
CNC(=O)COc1ccc(S(=O)(=O)Nc2ccc(OC)cc2)cc1 | 5.1 | -10.1 | -0.8 | 1.5% | -2.1% | 14.9 | 0.6% | -4.2% | -0.1% | 1.8% | 6.0%
CCOC(=O)c1ccc(NS(=O)(=O)c2c(C)[nH]c(C)c2C(=O)N2CCCCC2)cc1 | 3.8 | -21.5 | -9.4 | 1.0% | 0.6% | -23.2 | 0.1% | . | 4.5% | -6.6% | -2.8%
CC1CCC(NC(=O)c2ccc(NC(=O)c3ccc(=O)[nH]c3)cc2)CC1 (configuration not stated) | -0.6 | . | . | -3.5% | 0.0% | . | -2.1% | -4.2% | 4.1% | . | .
Cc1cccc(/C=C/C(=O)c2ccc([N+](=O)[O-])o2)c1 | . | -14.3 | -3.3 | -0.1% | -27.8% | ? | 5.5% | . | 5.8% | 7.08µM* | .
CCN(CC)CCCN1C(=O)C(O)=C(C(=O)c2cc3ccccc3o2)C1c1ccccn1 (configuration not stated) | 4.8 | 5.8 | -14.4 | 3.3% | 1.4% | 10.1 | -0.2% | -0.8% | 12.3%[15.4 µM] | 3.9% | 1.4%
O=C(CSc1nc2ccccc2c(=O)n1-c1ccc(F)cc1)NC1CC1 | . | -7.3 | 0.8 | 2.3% | 0.0% | -8.3 | 0.2% | . | 3.1% | 5.6% | .
Cc1ccccc1-c1nc2cc(N)ccc2o1 | -0.2 | -5.5 | -8.3 | -1.2% | ? | 1.5 | 4.1% | -3.4% | 20.5% | -6.7% | 0.1%
O=C(O)c1ccccc1/C=N/NC(=O)C1CCCCC1 | -0.1 | 3.1 | 2.8 | 8.1% | -9.6% | -7.8 | 0.1% | 0.7% | -10.4% | 14.0% | 0.5%
Cc1cc(C)cc(OCC(O)Cn2nc(C)cc2C)c1 (configuration not stated) | 1.0 | -2.2 | -5.8 | 1.7% | 0.7% | -3.3 | 0.3% | . | -8.8% | -0.8% | -1.8%
COc1ccc(CCNC(=O)c2ccc3c(SCC(=O)O)c4c(nc3c2)CCCC4)cc1OC | -0.4 | -8.1 | ? | 8.1% | 2.2% | 1.7 | -0.8% | 7.8% | 0.1% | -8.4% | -7.7%
CC[C@]12c3[nH]c4cc(CCC(=O)N(C)C)ccc4c3CCN1C(=O)[C@@H](CC(=O)NCCCn1ccnc1)C[C@@H]2C(=O)N1CCN(C(=O)c2ccco2)CC1 | . | 6.1 | -7.3 | -4.6% | -6.5% | 10.4 | 0.2% | . | 4.9% | 8.8% | .
CN1CCN(CCCCOc2ccc(F)cc2)CC1 | -1.3 | -36.0 | 21.0 | ? | 2.2% | -16.4 | -0.2% | -8.6% | -10.4% | -8.7% | 0.7%
COc1ccc(CCNC(=O)c2cc(-c3cccs3)on2)cc1OC | -1.0 | -3.3 | -19.8 | 0.1% | -1.2% | -1.5 | 0.1% | -18.2% | -1.9% | . | 2.2%
O=C(CSc1nnc2c(Cl)cc(Cl)cn12)NC1CCS(=O)(=O)C1 (configuration not stated) | 0.0 | 0.4 | 3.0 | 7.8% | -0.6% | -2.0 | 0.0% | -2.9% | 15.2% | -0.8% | 1.6%
Cc1cccc(NC(=O)NCCN2C(=O)C3C4C=CC(C4)C3C2=O)c1 (configuration not stated) | 3.2 | -7.0 | 2.9 | 1.6% | 4.6% | -22.5 | 0.4% | -5.5% | 12.5% | -6.3% | 1.8%
O=C(CCn1c(=O)sc2ccccc21)NC1CCCCC1 | . | 16.9 | 1.4 | 5.9% | -3.5% | -5.1 | -0.1% | . | -11.4% | 1.1% | 1.0%
O=C(NCSc1ccncn1)c1ccccc1 | 1.7 | -9.7 | 4.9 | 0.0% | 5.7% | -26.6 | -0.2% | -37.9% | ? | . | 2.2%
COC(=O)C1=C(C)N(C)C(=S)NC1c1ccc(Cl)cc1 (configuration not stated) | 6.4 | 2.8 | -0.8 | -1.3% | 5.9% | 1.0 | -1.1% | -13.6% | 5.7% | 1.6% | -3.3%
CCc1noc(C)c1C(=O)N(CC)CC(=O)NCc1ccc(Cl)cc1 | . | 11.2 | -4.0 | 0.8% | ? | 65.5[activator] | -0.2% | . | -9.2% | -3.8% | .
O=C(NCCCN1CCOCC1)C(=O)N/N=C/c1ccc2c(c1)OCO2 | 0.3 | -3.0 | -2.5 | 3.3% | 3.0% | 29.7 | 0.4% | 2.6% | -0.1% | 1.4% | 3.9%
CCOc1ccc(CCNC(=O)CCCn2nc(C)c3c(C)n(-c4ccccc4)nc3c2=O)cc1 | . | -9.7 | 7.6 | 3.4% | 0.4% | -14.8 | 0.4% | . | -6.3% | -6.2% | 1.4%
COc1ccc(C(C(=O)NCC2CCCO2)N(C(=O)Cn2nnc3ccccc32)c2ccc(NC(C)=O)cc2)cc1OC (configuration not stated) | 5.2 | -4.8 | 2.9 | -0.4% | -0.8% | -18.7 | -0.1% | 0.4% | -11.3% | 1.0% | 12.4%

In the list so far, two have a nitro group on carbon:
SMILES | Coupling enz | KCNH2 3.1 inh | KCNH2 WT inh | USP2a inh | BCR signal inh | Giardia killer | B2AR arrestin | PKM2 act | Eya2 inh | uPA surface inh | GALK inh
CCCCNS(=O)(=O)c1ccc(NC(=O)Cc2ccccc2[N+](=O)[O-])cc1 | 1.6 | 9.9 | -2.6 | 8.0% | -1.9% | -4.3 | 0.0% | -2.5% | 5.2% | . | -3.2%
Cc1cccc(/C=C/C(=O)c2ccc([N+](=O)[O-])o2)c1 | . | -14.3 | -3.3 | -0.1% | -27.8% | ? | 5.5% | . | 5.8% | 7.08µM* | .
